# HCT116 PTEN-null – growth suppression of PTEN-null HCT116, primary screen, cell-based, CellTiter-Glo; viability, % at 10 µM; AID 827, 2007; actives 1.2% (n = 140,000); HCT116 PTEN-null viability, 60 h; active compounds read low;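 active = viability at or below a set limit, 4 SD under the median of all tested compounds, cut at about 3.7% in these data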;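 note: PTEN knockout HCT116 line with beta catenin targeted HCT116 as companion control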
# GALR2 antag – GALR2 antagonists in receptor-expressing cells, primary screen; inhibition, % at 4 µM; actives 0.39% (n = 140,000); antagonist mode; AID 828, 2007; in the data active = inhibition above about 27%;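 note: cells stimulated with galanin 1-16 at roughly its EC80; 0% = agonist challenge control and 100% = basal control without agonist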
# Target sequence (O43603 whole entry, looked up): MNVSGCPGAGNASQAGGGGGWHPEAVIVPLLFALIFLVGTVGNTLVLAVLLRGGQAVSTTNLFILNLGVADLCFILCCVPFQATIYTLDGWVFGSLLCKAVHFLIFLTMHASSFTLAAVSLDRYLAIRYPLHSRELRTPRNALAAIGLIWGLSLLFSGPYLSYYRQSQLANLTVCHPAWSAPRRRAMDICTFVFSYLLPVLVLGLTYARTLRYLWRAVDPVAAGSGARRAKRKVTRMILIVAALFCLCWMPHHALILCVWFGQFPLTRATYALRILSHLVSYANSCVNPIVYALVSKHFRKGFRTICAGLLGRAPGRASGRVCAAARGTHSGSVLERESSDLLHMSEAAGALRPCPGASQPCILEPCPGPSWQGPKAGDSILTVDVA
# BB579 growth dn – growth inhibitors of yeast BB579 in restrictive medium, primary screen, yeast lifespan-shortening project, S. cerevisiae. inhibition, % at 10 µM. actives 0.51% (n = 140,000). OD615, 48 h;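 active = inhibition above a set limit, 3 SD over the mean compound inhibition, cut at about 44% in these data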; note: inactives centre near -24
#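 System: Saccharomyces cerevisiae DeaD strain BB579, replicative lifespan model yeast | Buffer or medium: Restrictive glucose-based CSMM-D medium | Times: 4 h preincubation and 48 h exposure at 30 °C | Detection: OD615 turbidity measurement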
# Yeast life ext – compounds extending yeast replicative lifespan, primary screen, S. cerevisiae, OD615. actives 0.68% (n = 130,000). inhibition of the nicotinamide effect, % at 10 µM. AID 775, 2007. S. cerevisiae growth with nicotinamide; deaD strain in restrictive glucose medium;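 active = inhibition above a set limit, placed 3 SD over the median of all compounds, cut at about 26% in these data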;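 note: 0% = nicotinamide-treated wells and 100% = cells grown without nicotinamide; some compounds called inactive have numbers as strong as hits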
#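 Test system: DeaD-strain S. cerevisiae / Buffer or medium: restrictive glucose medium / Also added: nicotinamide 1.5 mM / Doses: one concentration, 10 µM, DMSO 0.25% / Schedule: 48 h at 30 °C / Signal: OD615 measurement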
# HCT116 bCat-KO – primary screen for growth suppressors in beta-catenin knockout HCT116 cells (colon tumor, human) | HCT116 beta-catenin knockout viability, CellTiter-Glo, 60 h; active compounds read low | viability, % at 10 µM | actives 1.5% (n = 140,000) | AID 818, 2007;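 active = viability at or under a set limit, the compound median less 4 SD, cut at about 6% in these data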;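 note: 0% = Hyamine 1622 control at 20 µM and 100% = untreated cell control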
# Phagocyt inh – inhibitors of macrophage phagocytosis, primary screen, imaging, J774A.1 cells, IgG beads; J774A.1 macrophage IgG-bead phagocytosis; AID 1029, 2008; inhibition, % at 5 µM; actives 0.07% (n = 110,000);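 active = inhibition above the mean of the plate negative controls plus 5 SD, cut at about 13% in these data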;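 note: phagocytic index as fraction of beads internalized from green versus red external bead signal; plate controls were DMSO negative control for no effect and cytochalasin-D positive control for full effect; some results beyond the cut were filed as inactive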
# NPY-Y2 antag – NPY-Y2 receptor antagonists, primary screen, cell-based. NPY-Y2 expressing cells, antagonist mode. Neuropeptide Y receptor type 2 (Homo sapiens), P49146. actives 0.99% (n = 140,000). inhibition, % at 2.7 µM; in the data active = inhibition above about 17%;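 note: 0% = vehicle with agonist challenge and 100% = reference antagonist with challenge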
# Target sequence (P49146 whole entry, looked up): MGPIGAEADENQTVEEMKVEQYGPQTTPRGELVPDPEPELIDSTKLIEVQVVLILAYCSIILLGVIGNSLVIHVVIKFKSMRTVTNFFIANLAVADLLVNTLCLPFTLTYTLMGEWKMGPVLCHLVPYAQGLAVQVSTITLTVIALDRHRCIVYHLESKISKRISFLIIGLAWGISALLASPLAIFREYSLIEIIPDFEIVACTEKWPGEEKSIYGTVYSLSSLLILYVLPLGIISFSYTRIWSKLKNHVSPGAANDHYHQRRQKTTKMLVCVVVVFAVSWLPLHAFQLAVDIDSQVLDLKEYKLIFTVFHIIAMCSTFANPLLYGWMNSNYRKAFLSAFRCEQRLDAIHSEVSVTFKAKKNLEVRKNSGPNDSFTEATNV
# MRP-1 activ – H69AR viability gain despite doxorubicin, primary screen, MRP-1 activator project, H69AR cells, CellTiter-Glo. viability increase, % at 10 µM. viability rescue. actives 0.61% (n = 140,000);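 active = viability gain under doxorubicin at or above a set limit, the compound median plus 3 SD, cut at about 4.7% in these data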;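 note: MRP-1 overexpressing cells given doxorubicin 25 µM after compound pretreatment; 18-22 h compound pretreatment then 72 h with doxorubicin before readout; 0% = doxorubicin-only wells and 100% = vehicle-treated cells without doxorubicin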
# E-sel TNF inh – E-selectin induction blockers in HUVEC – imaging, immunofluorescence, high content, primary screen; HUVEC TNFa-induced E-selectin immunofluorescence; actives 0.71% (n = 120,000); AID 1246, 2008; inhibition, % at 2 µM;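 active = inhibition above the batch mean plus 3 SD, and confirmed as a hit on visual image review, cut at about 43% in these data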;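 note: 0% = TNF-stimulated DMSO wells and 100% = unstimulated control wells; not every result past the cut was called active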
# Measles CPE – compounds protecting cells from measles virus cytopathic effect, primary screen, measles RdRp inhibitor project, single point, MLSMR library, absorbance; actives 1.5% (n = 140,000); Measles virus-infected cells, CPE protection; protection (pct of control), % at 4 µM; in the data active = protection mostly above about 24%, no sharp cut-off; inactive = mostly below about 26%; note: some compounds called inactive have numbers as strong as hits
# * marks the source's active call; other numbers are inactive results; . = no result given.
SMILES,HCT116 PTEN-null,GALR2 antag,BB579 growth dn,Yeast life ext,HCT116 bCat-KO,Phagocyt inh,NPY-Y2 antag,MRP-1 activ,E-sel TNF inh,Measles CPE
C/C(=N\OCC(=O)Nn1c(=O)[nH]c2ccccc2c1=O)c1ccccc1,97,0,-15,0,89,1,1,-1.8,-4,8
O=C(c1cccc(Cl)c1)N1CCC(=O)N(C(COCc2ccccc2)Cc2ccccc2)CC1 (centres undefined),78,-1,-25,6,75,.,5,-2.3,1,23
CC(CCc1ccccc1)NC(=O)CSc1nnnn1C (centres undefined),87,-5,-27,-31,93,.,-3,-2.4,-32,2
CCOc1ccccc1NC(=O)C1=C(C)NC(=S)NC1c1cccs1 (centres undefined),83,-2,-17,-2,89,4,-1,-0.6,.,4
CCCCN(C)C(=O)C1CCN(C/C(C)=C/c2ccccc2)CC1,89,13,-18,-14,93,0,4,-2.0,.,11
Cc1c(Cl)c(C(=O)N2CCCC2)nn1C,102,-1,-45,7,102,1,2,2.9,.,9
CC(=O)n1cc(-c2ccncc2)c2ccccc21,72,17,12,-16,86,-1,1,-4.4,-19,6
CN1CCN(S(=O)(=O)c2ccc3ccccc3c2)CC1,101,2,-12,-3,97,1,1,-3.0,15,19
Cc1cc(NC(=O)CSc2nc3c(sc4ccccc43)c(=O)n2CCCN2CCOCC2)n[nH]1,91,-3,-17,-13,12,0,3,-1.4,32,6
CCN(CC)c1ccc(C2=NNC(=O)CC2C)cc1[N+](=O)[O-] (centres undefined),81,4,-22,-12,82,0,71*,-1.0,-39,3

# Overlap with the part before: 2 compounds; new compounds follow.
SMILES,HCT116 PTEN-null,GALR2 antag,BB579 growth dn,Yeast life ext,HCT116 bCat-KO,Phagocyt inh,NPY-Y2 antag,MRP-1 activ,E-sel TNF inh,Measles CPE
Cc1cc(NC(=O)CSc2nc3c(sc4ccccc43)c(=O)n2CCCN2CCOCC2)n[nH]1,91,-3,-17,-13,12,0,3,-1.4,32,6
CCN(CC)c1ccc(C2=NNC(=O)CC2C)cc1[N+](=O)[O-] (centres undefined),81,4,-22,-12,82,0,71*,-1.0,-39,3
COc1ccc(-c2cc(C(=O)N3CCCc4ccccc43)no2)cc1,94,-4,-54,-9,100,0,5,0.8,3,2
COCCOc1nc2c(c(=O)n(C)c(=O)n2C)n1Cc1cccc(OC)c1,76,18,-29,-7,75,-1,4,-0.2,7,2
Cc1ccc(N(CC(N)=O)C2SC(=O)N(C)C2=O)cc1 (centres undefined),91,-2,-16,0,95,0,3,-4.0,.,11
Cn1cccc1C(C(=O)NC1CCCCC1)N(C(=O)Cc1cccs1)C1CC1 (centres undefined),98,-1,-36,-14,84,0,0,-2.6,-14,7
Cc1ccc(C(=O)c2cc(C)sc2NC(=O)CN2CCN(C(=O)c3ccco3)CC2)cc1,71,7,-43,-11,68,0,0,-2.2,.,4
CCN(CC)S(=O)(=O)c1ccc(N2CCOCC2)c(NC(=O)Cc2cccc3ccccc23)c1,90,8,-13,1,88,0,2,0.4,-27,5
COc1ccccc1NC(=S)Nc1cccc(F)c1,106,-1,3,.,85,.,-2,-5.0,.,4
C/C(CC(=O)Nc1cccc(Cl)c1)=N\NC(=O)Cc1ccc(Cl)cc1,90,-1,10,9,89,-2,0,-2.1,-24,8
COc1ccc(C(=O)N2CCc3ccccc32)cc1,100,-1,-11,.,92,.,2,-2.0,22,28*
CCN1CC=C2C(C#N)=C(N)C(C#N)(C#N)C(CCc3ccccc3)C2C1 (centres undefined),89,-1,-52,3,83,-1,0,-1.8,-18,10

# Of the compounds above, four contain a thiophene ring, fused or not:
SMILES,HCT116 PTEN-null,GALR2 antag,BB579 growth dn,Yeast life ext,HCT116 bCat-KO,Phagocyt inh,NPY-Y2 antag,MRP-1 activ,E-sel TNF inh,Measles CPE
CCOc1ccccc1NC(=O)C1=C(C)NC(=S)NC1c1cccs1 (centres undefined),83,-2,-17,-2,89,4,-1,-0.6,.,4
Cc1cc(NC(=O)CSc2nc3c(sc4ccccc43)c(=O)n2CCCN2CCOCC2)n[nH]1,91,-3,-17,-13,12,0,3,-1.4,32,6
Cn1cccc1C(C(=O)NC1CCCCC1)N(C(=O)Cc1cccs1)C1CC1 (centres undefined),98,-1,-36,-14,84,0,0,-2.6,-14,7
Cc1ccc(C(=O)c2cc(C)sc2NC(=O)CN2CCN(C(=O)c3ccco3)CC2)cc1,71,7,-43,-11,68,0,0,-2.2,.,4

# Following part
SMILES,HCT116 PTEN-null,GALR2 antag,BB579 growth dn,Yeast life ext,HCT116 bCat-KO,Phagocyt inh,NPY-Y2 antag,MRP-1 activ,E-sel TNF inh,Measles CPE
O=C(O)c1ccccc1NN=C1CCCCC1,104,-8,-17,3,88,-3,3,-2.5,.,8
Cc1sc(NC(=O)c2ccco2)c(C(c2cccnc2)N2CCCC2)c1C (centres undefined),68,-5,-51,-4,70,.,2,3.4,.,20
NC(=O)c1ccccc1NC(=O)CCc1ccccc1,77,7,-30,-13,86,0,1,-0.1,10,5
CCOC(=O)c1cc(C#N)c(N2CCCC2)nc1-c1ccccc1,83,12,-52,-23,95,0,3,-2.4,-29,12
CCn1c(N)nc2ccccc21,106,17,-10,-6,100,-1,-1,-2.2,.,7
CCOC(=O)C1CCCN(Cc2ccc(OCC)cc2)C1 (centres undefined),102,-5,-52,-3,96,1,1,-0.4,3,7
COc1ccc(OC)c(Nc2nc(N)nc(-c3cc4ccccc4o3)n2)c1,14,3,-42,-27,8,36*,1,-3.2,-21,9
COc1cccc(NC(=O)Cn2c(=O)c3c(ncn3Cc3ccccc3)n(Cc3ccccc3)c2=O)c1,68,-4,-43,-7,64,2,0,0.1,-3,6
Cc1ccccc1NC(=O)CNc1ccccc1C(=O)NCc1ccco1,75,4,-1,-9,75,.,-1,-1.4,15,13
COc1cccc(OCc2cc(C3Nc4ccccc4C(=O)N3Cc3ccco3)ccc2OC)c1 (centres undefined),60,-2,-31,.,60,.,5,-5.1,7,7
CCCCOC(=S)NC(=O)c1sc2ccccc2c1Cl,100,-15,-20,-22,95,-3,7,-0.9,16,3
Cc1cc(C)n2c(SCC(=O)Nc3c(C)n(C)n(-c4ccccc4)c3=O)nnc2n1,99,1,-3,-4,89,-1,1,1.7,-15,2
O=S(=O)(c1cnc[nH]1)N1CCc2ccccc21,93,5,-18,2,88,-4,0,-2.0,-38,4
CC1CCCC(N2C(=O)NC(NC(=O)c3ccco3)(C(F)(F)F)C2=O)C1C (centres undefined),85,-8,-6,-6,84,8,-3,-1.8,.,2
CCOCCOC(=O)C1=C(C)N(C)C(=O)NC1c1ccccc1Cl (centres undefined),92,0,-12,-3,83,0,6,0.9,-50,18
COc1ccc(-c2noc(C3CCCN(S(=O)(=O)c4cccc(Cl)c4)C3)n2)cc1OC (centres undefined),75,-13,-20,-7,93,-1,2,-1.1,.,7
COC(=O)C1=C(C)N(c2cccc(Cl)c2)C(=O)C1,86,-15,-27,-14,84,0,10,-1.8,1,0
CCOc1ccccc1CSc1nc2ccccc2[nH]1,74,3,-14,-1,86,-1,4,0.1,10,10
CCc1c(C)sc(NC(=O)c2cc(CC(C)C)on2)c1C#N,83,-1,-14,-9,93,.,6,8.0*,-3,2
CCCCOc1ccc(C(=O)N2CCCC2C(=O)O)cc1 (centres undefined),103,-9,-18,-3,101,.,1,0.3,-23,48*
COc1ccc(OC)c(NC(=O)NCc2ccc(F)cc2)c1,88,-4,-10,-16,93,5,1,0.5,-29,8
O=C(COC(=O)c1cc(-c2cccs2)nc2ccccc12)NCc1ccco1,104,5,-97,-13,97,0,2,-0.3,-19,9
Cc1ccc2c(c1)C1(SCCS1)C(=O)N2,96,8,-41,1,85,-2,6,-5.7,2,22
O=C(COC(=O)c1ccco1)Nc1ccc(Br)cc1,100,10,-46,-12,99,0,2,0.5,.,15
O=c1oc(-c2ccccc2)nc2c1cnn2-c1ccccc1,93,0,-32,-3,94,-1,0,-0.9,-50,2
Cc1csc(NC(=O)C2C3C=CC(C3)C2C(=O)O)n1 (centres undefined),104,1,8,-12,110,1,0,-0.4,-6,7
Cc1cc(C(=O)NC(C)c2ccc3c(c2)OCO3)cs1 (centres undefined),88,16,4,-1,85,0,-2,-2.5,-15,3
CCC(C)Sc1nc(O)cc(=O)[nH]1 (centres undefined),88,-4,-44,-2,75,0,2,-1.7,.,15
N/C(CCN1CCOCC1)=N/O,100,-4,-8,-6,86,.,0,-3.4,-25,20
Cc1ccc(CN(C(=O)Cn2nnc3ccccc32)C(C(=O)NCc2ccco2)c2cccs2)cc1 (centres undefined),44,-11,2,-5,40,-1,0,1.1,26,3
Cc1ccc(-n2c(SCC(=O)N3CC(=O)Nc4ccccc43)nc3ccccc3c2=O)cc1C,58,-10,-36,0,72,.,3,-2.5,.,6
O=C(c1cc2ccccc2o1)N1CCN=C1SCc1cccnc1,81,-4,-58,-13,97,-1,1,3.7,.,12
CC(=O)Nc1ccc(S(=O)(=O)NCC(=O)OCc2cc(=O)oc3ccc4ccccc4c23)cc1,89,13,-7,4,84,-5,0,-1.8,-26,5
C=CCN1C(=O)C2(C(C(=O)c3ccc(C)o3)=C(O)C(=O)N2CCCN2CCOCC2)c2ccccc21 (centres undefined),108,7,-6,-4,98,-2,2,-2.2,.,1
CC(=O)OC[C@]1(OC(C)=O)C[C@@]23CC[C@H]4[C@@](C)(CCC[C@@]4(C)C(=O)O)[C@@H]2CC[C@@H]1C3,87,2,-29,24,89,.,-1,-2.2,.,3

# Not a retest: three of the compounds above.
SMILES,HCT116 PTEN-null,GALR2 antag,BB579 growth dn,Yeast life ext,HCT116 bCat-KO,Phagocyt inh,NPY-Y2 antag,MRP-1 activ,E-sel TNF inh,Measles CPE
CC(=O)Nc1ccc(S(=O)(=O)NCC(=O)OCc2cc(=O)oc3ccc4ccccc4c23)cc1,89,13,-7,4,84,-5,0,-1.8,-26,5
C=CCN1C(=O)C2(C(C(=O)c3ccc(C)o3)=C(O)C(=O)N2CCCN2CCOCC2)c2ccccc21 (centres undefined),108,7,-6,-4,98,-2,2,-2.2,.,1
CC(=O)OC[C@]1(OC(C)=O)C[C@@]23CC[C@H]4[C@@](C)(CCC[C@@]4(C)C(=O)O)[C@@H]2CC[C@@H]1C3,87,2,-29,24,89,.,-1,-2.2,.,3

# Assay outcomes (PubChem BioAssay)
